# GALK inh – inhibitors of human galactokinase. P51570. Purified GALK, Kinase-Glo residual ATP luminescence. Potency, µM (top dose mostly 57.5 µM), without a hit: at the top dose activity change, negative = inhibition, hits mostly inhibitors. 270,000 tested, 0.007% active. AID 1868; note: potency is the fitted concentration of half-maximal effect
#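 ATP-depletion format; final 35 uM ATP, 100 uM D-galactose, 5 nM enzyme; pH 8.0 HEPES/Mg2+ buffer; 60 min RT; luminescence read 10 min after detection reagent.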
# Chronic BCR inh – inhibitors of chronic active B-cell receptor signaling; 340,000 tested, 0.05% active; Potency, µM (doses to about 46.1 µM), inactives show top-dose ratio change, negative = lower green/red ratio, hits mostly inhibitors; ABC-DLBCL IkBa-CBG/CBR reporter, luminescence ratio, 4 h; active = well fitted inhibition curve with a large enough effect in the signal ratio, with a control signal flat, not every such curve was filed as active; inconclusive = small, poorly fitted or top-dose-only effect, or effect the other way, or a change in a side signal; the % refers to the signal ratio;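 note: potency is the fitted concentration of half-maximal effect; plate controls were basal doxycycline-induced cells for no effect and cells given 10 µM MG132 for full effect; MG132 reads +100%, hits lower the ratio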
#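 Concentration-response series (up to 46 uM) were applied to TMD8 dual-reporter cells for 4 h at 37C with doxycycline. Green/red ratio, after filter-overlap correction, defined %Activity; red signal alone was normalised to basal cells and zero luminescence.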
# Eya2 phos inh – inhibitors of human Eya2 phosphatase activity. recombinant Eya2, OMFP fluorescence dephosphorylation (OMFP is methylfluorescein phosphate). O00167. AID 488837. Potency, µM (highest dose often 76.9 µM), for inactives: at the top dose activity, negative = inhibition, most hits filed as inhibitors. 330,000 tested, 0.006% active; note: potency is the fitted concentration of half-maximal effect
#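 Eya2 protein (added as 0.2 uM solution) was preincubated with compound for 10 min at ambient temperature in 50 mM HEPES pH 7.5, 50 mM NaCl, 5 uM MgCl2, 0.05% BSA, 1 mM DTT. OMFP (added at 50 uM) then reacted 10 min; fluorescence read at 485/525 nm.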
# Giardia killer – Giardia lamblia killing. Giardia lamblia trophozoite viability. activity change, % at 7.66 µM, hits read low. 340,000 tested, 0.15% active. AID 540267; in the data active = activity change below about -80%; inconclusive = between about -30% and that limit;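 note: parasites exposed to compound for two days anaerobically before the ATP read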
#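 Giardia lamblia trophozoites (100 cells/well) were incubated with compounds for 48 h at 37 deg C under anaerobic conditions. Viability was read as ATP content by one-step luminescence after 15-30 min at room temperature.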
# KCNH2 WT inh – inhibitors of human wildtype KCNH2 potassium channel; Q12809; U2OS, BacMam KCNH2, thallium flux FluxOr; hits give low values; activity change, % at 1.84 µM; 340,000 tested, 0.37% active; AID 720551;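 active = maximum activity change below -70%; inconclusive = maximum activity change between -70% and -50%; inactive = maximum activity change above -50%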
# Target sequence (Q12809 whole entry, looked up): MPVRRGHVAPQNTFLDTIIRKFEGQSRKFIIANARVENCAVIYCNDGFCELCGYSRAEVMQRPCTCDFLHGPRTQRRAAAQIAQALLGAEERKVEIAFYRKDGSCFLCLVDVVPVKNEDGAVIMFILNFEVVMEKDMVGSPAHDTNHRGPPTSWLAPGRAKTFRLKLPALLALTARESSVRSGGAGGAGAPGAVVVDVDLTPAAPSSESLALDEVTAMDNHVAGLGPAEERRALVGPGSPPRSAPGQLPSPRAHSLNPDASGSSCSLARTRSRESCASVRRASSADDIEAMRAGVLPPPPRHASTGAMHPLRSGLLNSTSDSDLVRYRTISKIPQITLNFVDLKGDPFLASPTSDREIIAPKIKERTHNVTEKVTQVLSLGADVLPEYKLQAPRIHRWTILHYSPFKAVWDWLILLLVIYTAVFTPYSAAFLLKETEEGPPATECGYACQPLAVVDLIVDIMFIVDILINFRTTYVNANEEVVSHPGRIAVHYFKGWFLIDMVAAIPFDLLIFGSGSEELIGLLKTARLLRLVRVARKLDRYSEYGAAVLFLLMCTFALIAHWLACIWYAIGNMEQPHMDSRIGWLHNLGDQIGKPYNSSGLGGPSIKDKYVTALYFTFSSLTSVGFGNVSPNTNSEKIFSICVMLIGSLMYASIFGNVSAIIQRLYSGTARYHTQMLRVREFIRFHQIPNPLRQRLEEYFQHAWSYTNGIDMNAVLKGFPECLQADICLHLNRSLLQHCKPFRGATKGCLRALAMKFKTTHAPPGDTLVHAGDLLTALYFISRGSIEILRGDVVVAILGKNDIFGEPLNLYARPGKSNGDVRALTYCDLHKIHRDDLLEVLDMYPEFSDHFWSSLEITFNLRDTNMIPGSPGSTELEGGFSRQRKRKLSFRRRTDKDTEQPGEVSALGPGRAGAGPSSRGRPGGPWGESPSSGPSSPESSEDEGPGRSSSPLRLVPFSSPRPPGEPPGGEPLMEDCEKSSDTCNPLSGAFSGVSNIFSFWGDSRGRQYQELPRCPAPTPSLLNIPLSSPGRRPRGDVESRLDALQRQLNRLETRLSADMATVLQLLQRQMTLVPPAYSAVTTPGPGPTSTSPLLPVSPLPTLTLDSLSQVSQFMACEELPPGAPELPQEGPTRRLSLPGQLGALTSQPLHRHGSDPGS
#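 U2OS cells transduced with wild-type KCNH2 virus are loaded with FluxOr dye for 45 min, and thallium flux is measured in kinetic reads before and after stimulation buffer. Rate constants are normalized to DMSO controls.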
# KCNH2 3.1 inh – blocks the human KCNH2 3.1 channel isoform | activity change, % (tested at about 1.8 µM) | 340,000 tested, 0.95% active | AID 720553 | U2OS KCNH2 3.1, thallium flux FluxOr; hits give low values;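 active = maximum activity change below -70%; inconclusive = maximum activity change from -70% to -50%; inactive = maximum activity change above -50%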;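 note: thallium influx rate constant from kinetic fluorescence after stimulation buffer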
#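 Thallium flux read-out: FluxOr dye with Red40 quencher in HBSS/HEPES, 45 min at RT. Rate constants from kinetic reads were normalized to positive and negative DMSO controls. Cells: U2OS virally expressing the 3.1 isoform.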
# PKM2 act – increases activity of human pyruvate kinase M2; P14618; purified PKM2, Kinase-Glo ATP luminescence, activation; response scale: 0% is enzyme alone, no compound; Potency, µM (doses to about 57.5 µM), for the others: at the top dose activation, hits mostly activators; 260,000 tested, 0.34% active; note: potency is the fitted concentration of half-maximal effect; nearly all actives have a fitted effect of over 55% in size
#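 Kinase-Glo luminescence reports ATP generated from ADP (0.1 mM) and PEP (0.5 mM) by purified hPK-M2 after 1 h at room temperature, pH 7.2 imidazole buffer; intermediate enzyme activity allows detecting inhibitors and activators.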
# FBPA coupling cs – coupling enzyme interference in Giardia aldolase counter-screen. coupling enzyme system counterscreen, AmpLite Red fluorescence. activity change, negative = inhibition, % at 58.2 µM, hits read low. 290,000 tested, 0.67% active. AID 2472; in the data active = activity change below about -30%
#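 Compounds tested against the coupling enzymes alone at 57.5 uM final; readout was AmpLite Red fluorescence (525/598 nm) after 20 min at RT.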
# B2AR arrestin – agonists driving beta-arrestin recruitment to human beta2-adrenergic receptor. P07550. beta-arrestin recruitment to beta2AR, cell-based reporter. Potency, µM (series often up to 46.1 µM), for inactives: at the highest dose activation, hits mostly activators. 330,000 tested, 0.02% active. AID 492947;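 note: potency is the fitted concentration of half-maximal effect; 0% = DMSO controls and full agonism = EC100 isoproterenol or metaproterenol; nearly all actives have a fitted effect of over 65% in size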
# USP2a block – USP2a (human) protease inhibition; USP2 core, Ub-CHOP2 coupled fluorogenic reporter, 485/531; Potency, µM (doses to about 38.3 µM), for the others: at the top dose activity change, negative = inhibition, most hits filed as inhibitors; 330,000 tested, 0.01% active; AID 463254;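 note: potency is the fitted concentration of half-maximal effect; plate controls were DMSO wells for no effect and full inhibition by NEM control for full effect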
#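 Cell-free coupled assay: 10nM USP2 core preincubated 30min RT with compound in Tris-HCl pH 8.0/CaCl2/CHAPS buffer, then 25nM Ub-CHOP2 and 25nM reporter substrate; fluorescence (Ex 485/Em 531) read after 60min RT, normalized to NEM inhibition, concentration-response curves fitted.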
# uPA surface inh – inhibitors of cell surface uPA generation. cell surface uPA generation assay, qHTS. Potency, µM (top dose mostly 38.3 µM), inactives show top-dose activity change, negative = inhibition, usual class: inhibitors. 330,000 tested, 0.31% active. AID 540303; active = well fitted inhibition curve with a large enough effect; inconclusive = small, poorly fitted or top-dose-only effect; inactive = no such curve, though single readings can be large or run the other way; tested in mouse RAW 264.7 cells; note: potency is the fitted concentration of half-maximal effect; nearly all actives have a fitted effect of over 55% in size
# An asterisk follows results filed as active; i = inactive; ? = inconclusive; . = no result given; & = joins results of further samples; [ ] = dose if it differs, or a comment. Unless noted, calls come from the whole dose curve; as a rule, active = well fitted curve in the direction sought with a large enough effect; inconclusive = small, poorly fitted or top-dose-only effect, or another doubt; inactive = no such curve, though single readings can be large; an effect the other way counts as inactive or inconclusive. Unless noted, % is set by controls: 0 for no effect and ±100 for the full control effect.
Molecule	GALK inh	Chronic BCR inh	Eya2 phos inh	Giardia killer	KCNH2 WT inh	KCNH2 3.1 inh	PKM2 act	FBPA coupling cs	B2AR arrestin	USP2a block	uPA surface inh
COc1ccc(CCC(=O)NC2CCCN(Cc3ccc(Cl)cc3)C2)cc1OC (configuration not stated)	2%	-2%	12%	-21	-1	19	0%	2	-0.5%	4%	4%
O=C(Nc1ccc(C(=O)NCc2ccccc2Cl)cc1)C1=CSCCO1	6%	4%	-10%	8	15	7	.	0	2.4%	6%	5%
CN(C)S(=O)(=O)c1ccc(NC(=O)N2CCN(c3ccccc3Cl)CC2)cc1	-3%	?	6%	-28	-7	-1	-13%	1	0.1%	2%	-1%
Cc1cccc(Cn2c(N3CCc4ccccc4C3)nc3c2c(=O)[nH]c(=O)n3C)c1	-1%	?	7%	-2	8	-6	0%	-1	0.0%	2%	1%
Oc1ccccc1CNCCCN1CCOCC1	4%	4%	-4%	-7	-1	-7	15%	1	0.0%	3%	-4%
Oc1ccc(/C=N/NC(=S)N2CCOCC2)cc1	-1%	?	-9%	-18	-1	6	-19%	-2	?	2%	-8%
O=C(Cc1cccs1)Nc1cccc(C(=O)Nc2ccco2)c1	-3%	-17%	-13%	-14	-11	-70*	8%	2	-0.2%	-9%	-7%
CCCn1c(N2CCOCC2)nc2c1c(=O)[nH]c(=O)n2C	-3%	4%	4%	-8	-4	1	-19%	1	-0.1%	2%	2%
CC(C)C(NS(=O)(=O)c1cccc2nsnc12)C(=O)Nc1nc2ccc(Cl)cc2s1 (configuration not stated)	2%	-4%	5%	-25	-6	-3	2%	6	0.5%	-1%	10%
COc1ccc(OC)c(C2N(c3ccccn3)C(=O)C3CCCN32)c1 (configuration not stated)	-1%	1%	10%	1	1	3	-2%	-4	0.3%	0%	-2%
CCC/C=C(\CCC)C(NS(=O)(=O)c1ccc(C(F)(F)F)cc1)c1ccccc1 (configuration not stated)	.	12%	-18%	.	.	.	-2%&6%	-10&-7	-0.6%	-2%	.
COc1cc(NC2c3ccccc3C(=O)N2c2cc(C)ccn2)cc(OC)c1OC (configuration not stated)	0%	10%	-10%	-7	-3	5	-16%	-22	6.4%	-2%	-2%
CCCNS(=O)(=O)c1cc2c3c(c1)CCN3C(=O)CC2	-3%	1%	-4%	-5	-16	3	.	3	0.2%	1%	8%
Clc1ccc(C2CC(c3ccco3)n3ncnc3N2)cc1Cl (configuration not stated)	-2%	?	-4%	6	1	-13	8%	0	-0.5%	-1%	0%
COc1cccc(CN2CC(C(=O)NCC3CCOCC3)CCC2=O)c1 (configuration not stated)	-1%	-3%	8%	13	-5	-20	.	1	-0.4%	9%	3%
CCn1c(=O)c(=O)n(CC)c2cc(S(=O)(=O)N3CCc4ccccc43)ccc21	0%	15%	18%	-6	10	0	9%	-5	1.1%	-1%	-4%

# Grouped by structure: the entries above with a furan ring, fused or not
Molecule	GALK inh	Chronic BCR inh	Eya2 phos inh	Giardia killer	KCNH2 WT inh	KCNH2 3.1 inh	PKM2 act	FBPA coupling cs	B2AR arrestin	USP2a block	uPA surface inh
O=C(Cc1cccs1)Nc1cccc(C(=O)Nc2ccco2)c1	-3%	-17%	-13%	-14	-11	-70*	8%	2	-0.2%	-9%	-7%
Clc1ccc(C2CC(c3ccco3)n3ncnc3N2)cc1Cl (configuration not stated)	-2%	?	-4%	6	1	-13	8%	0	-0.5%	-1%	0%

# More entries follow:
Molecule	GALK inh	Chronic BCR inh	Eya2 phos inh	Giardia killer	KCNH2 WT inh	KCNH2 3.1 inh	PKM2 act	FBPA coupling cs	B2AR arrestin	USP2a block	uPA surface inh
CC(C)C[C@H]1C(=O)N2CCC[C@H]2[C@]2(O)O[C@](NC(=O)[C@@H]3C=C4c5cccc6[nH]c(Br)c(c56)CC4N(C)C3)(C(C)C)C(=O)N12 (some centres not stated)	4%	?	-5%	-10	7	3	2%	-21	0.5%	-9%	16%
COc1ccc(OC)c(CNS(=O)(=O)c2c(C)nc3scc(C)n3c2=O)c1	3%	-1%	6%	-7	-19	7	.	-2	-0.5%	1%	5%
O=C(COc1coc(CN2CCN(c3ccccc3F)CC2)cc1=O)Nc1ccccc1	.	-7%	-9%	-9	-10	-3	.	.	0.4%	2%	4%
Cc1csc(CN(C)C(=O)C2CCC(=O)N(CCN(C)C)C2)n1 (configuration not stated)	-6%	3%	3%	?	2	8	.	.	-0.6%	-1%	7%
CSCC(=O)Nc1cc(C)on1	-1%	8%	5%	-17	3	1	-9%	-2	-0.8%	0%	8%
O=C(NNC(=O)c1ccccc1Cl)c1cccnc1	6%	-16%	-5%	-17	-5	-1	.	0	0.0%	3%	0%
CCc1c(C)sc(NC(=O)/C=C/C(=O)O)c1C(N)=O	8%	-1%	-24%	-29	-5	19	2%	4	-0.2%	1%	0%
FC(F)(F)c1cc(-c2cccs2)nc(N2CCOCC2)n1	0%	-5%	0%	-1	0	-4	-3%	2	-0.9%	0%	8%
Cc1nc(OCC(=O)c2ccc(Cl)cc2)c(C#N)c2c1COC(C)(C)C2	2%	?	8%	-1	0	-9	-4%	1	0.2%	0%	5%
O=C(CSc1oc(-c2ccc(F)cc2)nc1S(=O)(=O)c1ccc(F)cc1)NCC1CCCO1 (configuration not stated)	-1%	11%	2%	-5	-7	2	-3%	1	-0.5%	-1%	5%
CCc1ccccc1NC(=O)c1cc2sccc2n1C	1%	3%	-7%	8	-3	20	-11%	1	0.4%	-2%	-22%
CCc1cc(C(=O)NNC(=S)NCC2CCCO2)cs1 (configuration not stated)	6%	2%	-4%	-21	3	4	-2%	2	0.1%	3%	.
CCN1CCN(c2cc(C)c3cc(NC(=S)NCCCN4CCc5ccccc5C4)ccc3n2)CC1	4%	?	15%	-4	1	2	6%	-12	-0.8%	2%	0%
Cc1cc(NS(=O)(=O)c2ccc(NC(=O)C(C)Oc3cccc(C)c3C)cc2)nc(C)n1 (configuration not stated)	7%	4%	-2%	-14	2	7	-5%	10	-0.4%	0%	-7%
CCOC(=O)c1ccc(S(=O)(=O)N2CCNCC2)cc1	2%	-8%	-4%	2	7	0	2%	0	0.0%	-4%	-2%
O=C(CSCc1ccc(F)cc1)NCc1ccc2c(c1)OCO2	1%	-1%	0%	6	-6	-10	-3%	0	-0.1%	3%	-7%
CN1C(=O)/C(=C/c2cn(CC(=O)N3CCCCC3)c3ccccc23)c2ccccc21	-1%	?	-21%	.	.	.	3%	-1	0.2%	0%	.
Cc1ccc(C(=O)N/C(=C\c2ccc(F)cc2)C(=O)NCCCn2ccnc2)cc1	5%	-1%	4%	-6	-95*	-114*	.	3	0.3%	2%	0%
COc1ccc(NC(=O)NCCc2cccc(Cl)c2)cc1OC	0%	2%	4%	-10	4	2	-13%	1	0.0%	3%	-15%
Cc1cccc(NC(=O)CSc2c3c(nc4ccccc24)CCC3)n1	1%	?	-23%	6	-13	.	4%	2	0.2%	5%	-11%
CCCCCCN1C=CC=C/C1=C/C=C(C#N)C#N	.	0%	21%	-1	-123*	-31	-2%	-11	-1.9%	8%	1%
Cc1occc1C(=O)Nc1nnc(-c2cccs2)s1	-3%	?	12%	13	i	9	-1%	0	-0.5%	0%	1%
O=C1c2ccccc2C(=O)N1OCCOCCOCCON1C(=O)c2ccccc2C1=O	0%	?	17%	-19	11	14	-5%	5	0.0%	0%	-5%
COc1cc(C(=O)N2CCN(S(=O)(=O)c3cccs3)CC2)cc(OC)c1C	-1%	-10%	-7%	36[activator]	27	-3	1%	2	0.5%	-1%	-10%
CCOC(=O)c1cnc(-n2cc(C)cn2)nc1Nc1ccccc1OCC	-1%	0%	9%	8	-2	-4	0%	.	0.4%	1%	2%
COc1cccc(/C=C/C(=O)OCC(=O)N(C)CC(=O)Nc2ccccc2Cl)c1OC	.	?	-11%	-16	-1	-3	.	.	-0.5%	2%	8%
CCOC(=O)N1[C@@H]2C=C(C)[C@@H]2[C@@H]2[C@@H](C)C(=O)N21	2%	1%	4%	-14	7	-11	0%	-1	-0.1%	0%	-2%
CN(C)CCCOc1ccc(C(C)(C)c2ccccc2)cc1	0%	?	15%	7	1	-1	6%	1	0.0%	0%	-1%
Cc1c(Br)c(C(=O)NCc2cc3cc(Cl)ccc3[nH]2)nn1C	.	3%	0%	-4	-5	7	15%	2	-0.6%	3%	5%
COc1ccc(NC2=CC(=O)CC(C)(C)C2)cc1	.	1%	3%	0	-3	15	.	2	-0.7%	1%	2%
Cc1onc(C(=O)N2CCN(Cc3ccccc3)CC2)c1[N+](=O)[O-]	.	0%	-3%	12	2	8	-3%	0	-0.6%	-2%	-10%
COc1ccc(/C=C/CN2CCCC(C(=O)c3cc(F)ccc3F)C2)cc1 (configuration not stated)	2%	1%	1%	0	23	?	-5%	-1	-0.6%	0%	-2%
